STEP inh: STEP phosphatase inhibitors, primary screen, biochemical, fluorescence intensity, uHTS; recombinant STEP, OMFP fluorogenic substrate; inhibition, % at 20 µM; actives 0.25% (n = 360,000);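 active = inhibition at 20 µM, scaled per plate between control wells, above about 37%, limit read from the data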;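 note: 0% = DMSO with enzyme and substrate and 100% = substrate only without enzyme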
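System: isolated STEP enzyme; schedule: 20 min enzyme reaction at room temperature, protected from light; medium: Bis-Tris buffer pH 6.0, 2.5 mM DTT, 0.005% Tween 20; signal: fluorescence, 480/540 nm; dosing: single compound dose of 20 µM, 1% DMSO final; also added: OMFP substrate, 25 µM final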
Neddyl block: inhibitors of cullin neddylation, primary screen, biochemical, TR-FRET, uHTS, NAE and Ubc12. actives 0.58% (n = 360,000). NEDD8-conjugating enzyme Ubc12 (Homo sapiens) + NEDD8-activating enzyme E1 regulatory …. calls only at 25 µM; in the data active = inhibition above about 36%
SUMO1-SIM PPI: modulators of SUMO1 protein-protein interactions, primary screen, biochemical, uHTS; Small ubiquitin-related modifier 1 (Homo sapiens), P63165; SUMO1 binding to a labelled peptide, TR-FRET, 1 h; inhibition, % at 20 µM; actives 0.33% (n = 360,000); AID 602429, 2012; in the data active = inhibition above about 37%
TbMetRS inhib: T. brucei MetRS inhibitors, primary screen, biochemical, luminescence; methionyl-tRNA synthetase (Trypanosoma brucei brucei); purified T. brucei MetRS, ATP depletion, Kinase-Glo luminescence; inhibition, % at 11.9 µM; actives 0.4% (n = 360,000);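 active = inhibition above a per-plate cutoff of the control wells' mean inhibition plus 3 SD, cut at about 5.5% in these data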;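 note: 0% = DMSO wells median and 100% = median of wells with control inhibitor compound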
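Assay system: T. brucei methionyl-tRNA synthetase, purified | Medium: HEPES buffer with MgCl2, KCl, DTT, spermine, BSA, pyrophosphatase | Compound: 11.9 µM single point | Incubation: 15 min enzyme-compound preincubation, 2 h reaction, 10 min detection, 25 °C | Measured by: Kinase-Glo luciferase luminescence reporting remaining unconsumed ATP | Measure: % inhibition normalized to control-well medians | Replication: Singlicate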
DNMT1 inh: human DNMT1 methyltransferase inhibitors, primary screen, biochemical, molecular beacon, fluorescence, HinP1I cleavage, uHTS | DNA (cytosine-5)-methyltransferase 1 (Homo sapiens), P26358 | inhibition (reported as % activation of signal), % at 10 µM | actives 0.83% (n = 360,000) | AID 588458, 2011; in the data active = inhibition above about 50%
Target sequence (P26358 504-1616 limits assumed): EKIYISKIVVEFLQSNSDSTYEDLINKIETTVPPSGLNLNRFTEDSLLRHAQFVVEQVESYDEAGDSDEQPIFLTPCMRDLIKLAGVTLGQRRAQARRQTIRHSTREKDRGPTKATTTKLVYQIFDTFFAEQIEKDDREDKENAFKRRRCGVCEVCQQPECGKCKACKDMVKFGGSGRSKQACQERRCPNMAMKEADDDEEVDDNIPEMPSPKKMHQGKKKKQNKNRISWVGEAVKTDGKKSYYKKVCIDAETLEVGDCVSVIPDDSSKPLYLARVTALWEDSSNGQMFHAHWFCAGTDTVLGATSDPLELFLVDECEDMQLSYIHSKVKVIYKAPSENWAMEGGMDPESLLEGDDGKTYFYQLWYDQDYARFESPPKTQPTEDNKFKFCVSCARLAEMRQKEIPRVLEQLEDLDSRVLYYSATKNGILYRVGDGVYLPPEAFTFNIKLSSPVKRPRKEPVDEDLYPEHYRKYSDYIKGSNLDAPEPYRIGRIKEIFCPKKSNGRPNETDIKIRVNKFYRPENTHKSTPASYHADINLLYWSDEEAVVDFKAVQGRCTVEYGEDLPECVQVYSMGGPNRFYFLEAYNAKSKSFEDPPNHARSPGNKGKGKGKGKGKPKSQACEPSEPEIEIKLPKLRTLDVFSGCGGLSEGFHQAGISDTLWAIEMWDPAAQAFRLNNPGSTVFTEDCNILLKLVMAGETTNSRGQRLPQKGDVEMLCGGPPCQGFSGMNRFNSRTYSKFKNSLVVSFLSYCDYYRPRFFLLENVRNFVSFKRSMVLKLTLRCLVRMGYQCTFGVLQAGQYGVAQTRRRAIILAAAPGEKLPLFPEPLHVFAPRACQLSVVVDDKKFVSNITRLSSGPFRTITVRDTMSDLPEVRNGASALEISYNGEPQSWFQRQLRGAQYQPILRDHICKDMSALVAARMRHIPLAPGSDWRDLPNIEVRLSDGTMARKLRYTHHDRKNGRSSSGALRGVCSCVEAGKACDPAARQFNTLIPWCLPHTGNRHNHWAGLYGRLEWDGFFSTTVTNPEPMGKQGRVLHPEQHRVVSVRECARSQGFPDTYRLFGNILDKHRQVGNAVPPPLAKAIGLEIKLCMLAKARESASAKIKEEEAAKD
CendR NRP1 mod: modulators of CendR peptide binding to NRP-1, primary screen, biochemical, fluorescence polarization, uHTS; AID 602438, 2012; actives 0.85% (n = 360,000); Neuropilin-1 (Homo sapiens), O14786; inhibition, % at 25 µM; FAM-RPARPAR peptide binding to NRP-1;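 active = inhibition or corrected inhibition above about 18%, plus a signal ratio from 0.5 to 1.5, limit read from the data, passing the limit was not always enough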; note: strong numbers were not always called active
NadD inh: inhibitors of S. aureus NadD, primary screen, biochemical, colorimetric, uHTS; Nicotinate-nucleotide adenylyltransferase NadD (Staphylococcus aureus N315); purified NadD enzyme, colorimetric absorbance read-out; inhibition, % at 20 µM; actives 0.78% (n = 360,000); in the data active = inhibition above about 26%; note: some compounds past the cut are filed as inactive
LMPTP block: LMPTP phosphatase inhibitors, primary screen, biochemical, fluorescence intensity, uHTS; Low molecular weight phosphotyrosine protein phosphatase (Homo sapiens), P24666; recombinant LMPTP-A, OMFP fluorogenic substrate; inhibition, % at 20 µM; actives 0.22% (n = 360,000); AID 651560, 2012;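 active = compounds that cut the enzyme signal by at least half of the control window in the single-dose screen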;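 note: plate controls were DMSO wells with enzyme plus substrate for no effect and substrate without enzyme for full effect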
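Test system: LMPTP-A phosphatase enzyme; input: 0.625 nM LMPTP-A final; reagent: OMFP substrate, 400 µM final; compound dosing: 20 µM single dose, 3% DMSO; incubation: 50 min dark incubation at room temperature; measured by: endpoint fluorescence intensity from OMFP dephosphorylation; measure: % inhibition relative to no-enzyme and uninhibited control wells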
Scp1 inh: Scp-1 phosphatase inhibitors, primary screen, biochemical, colorimetric, uHTS. AID 493091, 2011. Recombinant Scp1, phosphopeptide, malachite green phosphate absorbance. Carboxy-terminal domain RNA polymerase II polypeptide A small phosphatase 1 (Homo …. actives 0.88% (n = 340,000). inhibition, % at 20 µM;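 active = inhibition above about 50% at 20 µM, limit read from the data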;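 note: plate controls were DMSO wells with enzyme for no effect and wells lacking enzyme for full effect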
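Test system: SCP-1 phosphatase catalytic domain, residues 76-261; measured by: colorimetric phosphate reagent with accelerator and stabiliser, absorbance at 630 nm; timing: enzyme reaction 45 min at room temperature, colour 5 min, stabilisation 30 min; also added: Phosphorylated 17-residue peptide substrate; compound dosing: one concentration, 20 µM, with 1.0% DMSO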
SKN-1 block: suppressors of acrylamide-induced Pgst-4::GFP reporter in worms, primary screen, SKN-1 inhibitor project, whole organism, uHTS, GFP/RFP fluorescence ratio, strain VP596; inhibition, % at 21.8 µM; actives 0.49% (n = 360,000); AID 624304, 2012; C. elegans VP596 Pgst-4::GFP/RFP ratio, 24 h;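 active = interference check ratio from 0.5 to 1.5 plus GFP to RFP signal ratio inhibition reaching or exceeding a fixed threshold, cut at about 30% in these data, passing the limit was not always enough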; note: some compounds called inactive have numbers as strong as hits
* marks the source's active call; other numbers are inactive results; i = inactive; · = not tested or not shown; & = joins results of further samples. The order is random. Share with any hit: about 4.6%.

SMILES	STEP inh	Neddyl block	SUMO1-SIM PPI	TbMetRS inhib	DNMT1 inh	CendR NRP1 mod	NadD inh	LMPTP block	Scp1 inh	SKN-1 block
COc1ccc(OC)c(C2C(C#N)=C(N)N(N(C)C)C3=C2C(=O)CCC3)c1 (centres undefined)	-2	i	1	0.0	-3	4	-5	-0.5	-6	9
COc1ccc(C(=O)O/N=C(\N)Cc2ccc(Cl)c(Cl)c2)cc1OC	-3	i	1	0.2	-5	-10	-10	0.7	-1	3
Cc1cc(C)cc(CSCC(=O)NN=C2CCCCCC2)c1	3	i	-4	-0.1	1	-6	-5	-0.6	-7	10
Cc1ccccc1C(OCC(O)CN1CCCCC1CCO)c1ccccc1 (centres undefined)	1	i	-1	-1.9	4	16	-11	0.6	8	12
CC(=O)Oc1cc2oc(=O)cc(C)c2cc1OC(C)=O	-1	·	8	-0.7	5	-21	-4	0.0	-5	-12
Cc1ccc(CN2CCSc3ccc(C(=O)NCc4ccccn4)cc32)cc1	3	i	-1	-1.6	-5	4	0	0.7	-2	6
C[C@]12CCC(=O)C=C1CC[C@@H]1[C@@H]2CC[C@@]2(C)[C@H]1CC[C@@]21CCC(=O)O1	1	i	-3	-0.3	0	5	2	-1.1	-10	-1
Cc1ccc(C)c(NC(=O)c2cc(-c3cccnc3)nc3ccccc23)c1	-2	i	14	-0.6	3	-4	-4	-0.1	-5	-7
CCN(CC)S(=O)(=O)c1ccc2c(c1)nc(CCC(=O)O)n2CC	0	i	9	-0.2	-3	-9	7	1.1	-5	4
Cc1ccc(CNC(=O)C(=O)NCC2OCCCN2S(=O)(=O)c2cccs2)cc1 (centres undefined)	-2	i	-3	-0.3	-2	1	-1	-2.1	-8	1
CC(=O)c1ccc(S(=O)(=O)NC2CC2)cc1	4	i	0	-0.4	-3	7	0	-1.6	-1	-3
CC(CSC(=O)c1ccccc1)C(=O)N1c2ccccc2CC1C(=O)O (centres undefined)	-4	i	8	-1.0	-3	-6	1	-0.8	·	18
COc1ccc(OC(=O)c2cccc(S(=O)(=O)N3CC(C)OC(C)C3)c2)cc1 (centres undefined)	2	i	0	-0.2	11	5	-11	5.1	11	-16
O=C(COc1ccccc1Cl)NNC(=O)c1ccc2nc[nH]c2c1	1	i	0	-0.4	2	-2	-3	0.9	1	-6
CC(C)NC(=O)C1(C)CCCN1C(=O)c1cc(C#N)cs1 (centres undefined)	0	i	5	-0.4	4	5	-1	0.2	·	20
Cn1c(Cn2nnc3ccccc32)nnc1SCC(=O)NCc1ccc2c(c1)OCO2	-1	i	2	0.1	2	-2	-3	-1.3	0	0
CC(=O)Nc1nnc(-c2ccccn2)o1	-3	i	0	0.6	0	5	4	-0.9	-6	-1
CC(C)C[C@@H](COc1ccccc1)N1CCN(CC(C)C)CCC1=O	0	i	7	-0.2	1	9	-1	-1.0	-8	12
CCOCCCNC(=O)C1CC(=O)N(C2CCCC2)C1 (centres undefined)	1	i	0	-0.8	8	-6	3	-1.9	-8	8
CCOC(=O)CSc1nnc2n(Cc3ccccc3)c(=O)c3c4c(sc3n12)CCC4	3	i	2	-1.3	-3	-13	5	5.6	-2	-13
O=[N+]([O-])c1cc(/C=N/O)ccc1Sc1ccccc1	1	i	-22	0.0	-1	10	-5	3.0	-7	-4
Cc1cc2oc(=O)cc(C)c2cc1NC(=O)CCl	-5	i	0	-0.2	5	0	-1	-1.5	17	-4
CCN(CC)S(=O)(=O)c1ccc(N2CCOCC2)c(NC(=O)c2cc(C)cc(C)c2)c1	2	i	0	-1.5	1	-6	1	1.0	4	1
Cn1cnnc1SCC(=O)N(Cc1ccc2c(c1)OCO2)C1(C(=O)NC2CCCCC2)CCCC1	0	i	3	-0.2	-1	11	-3	-1.3	2	7
c1cncc(-c2noc(-c3ccc4ccccc4c3)n2)c1	2	i	-21	-0.3	-5	6	2	0.1	-5	24
O=C(Nc1ncc2c(n1)CC(c1ccco1)CC2=O)c1ccccc1 (centres undefined)	0	i	-4	0.1	-1	-21	-4	5.0	-8	1
COc1cc(/C=N/NC(=O)c2ccc(N(C)S(=O)(=O)c3ccccc3)cc2)cc(OC)c1OC	3	i	3	0.1	-5	1	-3	0.4	-11	8
CCCCCSc1nc2c(cnn2-c2ccc(F)cc2)c(=O)[nH]1	-1	i	6	-0.7	14	-10	-1	-2.5	-6	-15
CN1C(=O)c2ccccc2C(O)c2ccccc21 (centres undefined)	4	i	4	-0.3	2	6	-6	0.0	-17	12
Cc1cc(=O)oc2cc(OS(C)(=O)=O)ccc12	1	i	-4	-0.9	7	-1	0	-0.3	3	-10
Cc1ccccc1C(=O)Nc1ccccc1C(=O)N1CCC(C)CC1	0	i	3	-0.3	1	22	2	-1.1	-1	-14
COc1ccc(-c2nc(CS(=O)CC(=O)NC(C)CCc3ccccc3)c(C)o2)cc1OC (centres undefined)	4	i	4	-0.4	-2	5	-3	-0.6	-13	-2
Cc1cc(C)c(C(=O)/C=C/c2cccc3ccccc23)c(=O)[nH]1	-2	i	-6	-0.9	4	-33	2	-0.4	-6	-10
COc1ccc(-n2nc3c(c2NC(=O)c2ccccc2)CS(=O)(=O)C3)cc1	-4	i	-3	-0.4	4	0	1	-1.6	·	-11
COCCNC(=S)N1CCc2cc(OC)c(OC)cc2C1COc1cc(C)cc(C)c1 (centres undefined)	2	i	0	0.2	1	3	-11	2.9	-2	14
CCN1CCCC1CNC(=O)C(=O)Nc1ccc(OC)cc1 (centres undefined)	0	i	0	0.0	1	-3	8	-1.7	-12	-1
CCC1Oc2ccccc2N(CC(=O)NCCN2C(C)CCCC2C)C1=O (centres undefined)	-3	i	-3	-0.4	-2	-2	-4	0.1	-1	-6
COc1ccc(-n2c(CSc3nc(C)cc(C)n3)nnc2SCC(=O)Nc2nccs2)cc1	-2	i	-5	-0.4	5	13	4	-0.4	-5	17
CN(c1ccccc1C(=O)Nc1cccc([N+](=O)[O-])c1)S(=O)(=O)c1ccccc1	6	i	-16	-1.0	-4	-15	-6	1.1	-11	13
O=C(COC(=O)c1cncc(Br)c1)Nc1ccc(S(=O)(=O)N2CCOCC2)cc1	0	i	0	-0.4	-17	5	7	-0.1	·	-9
Cn1c(SCC(=O)NCCNC(=O)CSc2nnc(C(F)(F)F)n2C)nnc1C(F)(F)F	10	i	-1	-0.3	0	0	0	-0.4	-3	-6
Cc1cc(Cl)ccc1OCC(=O)NCC(=O)N/N=C/c1ccco1	1	i	-1	6.8*	2	-16	-1	-0.8	-7	-2
COc1cc(/C=N/NS(=O)(=O)c2ccc(Br)cc2)ccc1O	-5	i	-12	-0.3	1	10	2	0.0	1	6
CCN(CC)CCSc1nnc2c3cc(C)ccc3n(Cc3ccccc3)c2n1	2	i	-26	-0.1	15	4	8	4.0	-3	8
COc1ccc(CCc2nc(C)ccc2O)cc1	-1&-1	i	-5&0	-0.8&-0.1	2&0	4&6	-1&2	-0.7&-2.0	-6&-2	4&13
COc1ccc(C)cc1N(CC(=O)NC1CCCC1)C(=O)Cn1nnc(-c2ccc(C)o2)n1	3	i	6	-0.4	-1	0	-1	0.1	-2	3
Oc1cccc(/C=N/Nc2ncnc3c2ncn3Cc2ccccc2)c1	1	i	-6	-0.3	-5	7	2	0.1	6	-13
Cc1ccc(-c2cc(C(=O)O)n[nH]2)o1	-2	i	1	-0.6	3	-3	-1	-2.2	-6	14
CCCOc1ccccc1C(=O)N1CCNC(=O)C1CC(=O)OC(C)C (centres undefined)	3	i	6	0.6	7	7	-4	-2.4	-12	10

Retrieved one by one from the list above, 4 records:
SMILES	STEP inh	Neddyl block	SUMO1-SIM PPI	TbMetRS inhib	DNMT1 inh	CendR NRP1 mod	NadD inh	LMPTP block	Scp1 inh	SKN-1 block
Cn1c(SCC(=O)NCCNC(=O)CSc2nnc(C(F)(F)F)n2C)nnc1C(F)(F)F	10	i	-1	-0.3	0	0	0	-0.4	-3	-6
Oc1cccc(/C=N/Nc2ncnc3c2ncn3Cc2ccccc2)c1	1	i	-6	-0.3	-5	7	2	0.1	6	-13
COc1cc(/C=N/NS(=O)(=O)c2ccc(Br)cc2)ccc1O	-5	i	-12	-0.3	1	10	2	0.0	1	6
Cc1cc(Cl)ccc1OCC(=O)NCC(=O)N/N=C/c1ccco1	1	i	-1	6.8*	2	-16	-1	-0.8	-7	-2

Filtered by structure, the entries above with a COOH group.
SMILES	STEP inh	Neddyl block	SUMO1-SIM PPI	TbMetRS inhib	DNMT1 inh	CendR NRP1 mod	NadD inh	LMPTP block	Scp1 inh	SKN-1 block
CCN(CC)S(=O)(=O)c1ccc2c(c1)nc(CCC(=O)O)n2CC	0	i	9	-0.2	-3	-9	7	1.1	-5	4
CC(CSC(=O)c1ccccc1)C(=O)N1c2ccccc2CC1C(=O)O (centres undefined)	-4	i	8	-1.0	-3	-6	1	-0.8	·	18
Cc1ccc(-c2cc(C(=O)O)n[nH]2)o1	-2	i	1	-0.6	3	-3	-1	-2.2	-6	14

High-throughput results deposited in PubChem BioAssay by several laboratories.
